Hep lipid drop = modulators of hepatic lipid droplet formation; AML12 mouse hepatocytes, oleate lipid droplets, BODIPY imaging; inhibition, % at 6.5 µM; 240,000 compounds, 0.4% hits;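 active = lipid droplet intensity inhibited by at least 50%, with more than 500 cells counted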
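Assay system: AML12 hepatocytes (mouse); Probe or stimulus: oleic acid at 100 µM to induce lipid droplet formation; Dosing: compound at 6.5 µM only; Schedule: compound with oleate, overnight; Detection: fluorescence imaging, 20x objective, two fields per well; Measure: % inhibition of lipid droplet signal.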
Hep lipid drop cells 6.5 µM = also measured in Hep lipid drop; calls as there; cell count; measured here: cell count, cytotoxicity flag;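 cells counted across two imaged fields per well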
Starred values were filed as active, the others as inactive. A portion of the library; count on the stated rates, not on these rows.

SMILES | Hep lipid drop | Hep lipid drop cells 6.5 µM
COc1cc2ccccc2cc1C(=O)Nc1nnc(-c2ccncc2)o1 | -2.2 | 754
COc1cccc(CNC(=O)CNC(=O)N2CC(=O)Nc3ccccc32)c1 | 25.8 | 763
NS(=O)(=O)c1cccc(NC(=O)c2ccccc2NS(=O)(=O)c2ccc(F)cc2)c1 | 2.1 | 812
Cc1ccc2nc(N3C(=O)C(O)=C(C(=O)c4ccco4)C3c3ccc(C)o3)sc2c1 (stereo not given) | 9.4 | 738
CC1=C(C(=O)Nc2cccc(C(=O)NC(C)c3ccccc3)c2)SCCO1 (stereo not given) | -7.9 | 737
COc1cc(CNc2ncc(-c3ccc(Br)cc3)n2C)cc(OC)c1OC | -13.6 | 798
Cc1ccc2[nH]c(C(=O)N3CCC(C(N)=O)CC3)cc2c1 | -2.8 | 839
COc1ccccc1CN(C(=O)CNC(=O)c1ccco1)C(C(=O)NCC1CCCO1)c1ccc(OC)c(OC)c1 (stereo not given) | -1.7 | 785
COc1ccc(CCNC(=O)c2cccc(NS(=O)(=O)c3ccccc3F)c2)cc1OC | -1.9 | 840
CC(=O)c1cccc(NC(=O)CSc2nc(C3CC3)nc3ccccc23)c1 | -4.1 | 798
C=CCOc1ccc(/C=C(\C#N)C(=O)Nc2ccccn2)cc1OC | -5.7 | 746
O=C(CCCN1C(=O)S/C(=C/C=C/c2ccccc2)C1=O)Nc1ccc(C(=O)O)cc1 | -9.7 | 632
CCCCCN(C(=O)CCC(=O)OCC(=O)NCc1ccc(OC)cc1)c1c(N)n(CCCC)c(=O)[nH]c1=O | 12.3 | 715
CN1CCN(c2ccc(NC(=O)c3ccc(-c4ccc(Cl)cc4)o3)cc2)CC1 | 33.2 | 742
CC(C)NC(=O)CN(Cc1ccc2c(c1)OCO2)C(=O)CCC(=O)Nc1ccccn1 | -6.9 | 742
N#Cc1c(C(F)(F)F)cc(=O)n2c1[nH]c1ccccc12 | -3.4 | 765
Cc1ccc(CCNS(=O)(=O)c2ccc3c(c2)NC(=O)C(C)C(=O)N3)cc1 (stereo not given) | -3.0 | 739
O=C(Nc1ccccc1)NC1(C(=O)N2CCC(O)CC2)CCCCC1 | 18.6 | 765
CCCCN(C)CCNC(=O)CN1C(=O)CSc2ccc(S(=O)(=O)N3CCCCC3)cc21 | -8.2 | 727
COc1cc(/C=N\NS(=O)(=O)c2ccccc2)cc(OC)c1OC | -3.0 | 836
CC(=O)N1CCc2cc(S(=O)(=O)CCC(=O)NCc3ccc(C)o3)ccc21 | -5.9 | 744
Cc1ccc(C(=O)NCCCNC(=O)c2ccccc2F)cn1 | -24.2 | 802
COc1ccc(S(=O)(=O)NC(C)C(=O)NCc2ccccn2)cc1Cl (stereo not given) | 0.3 | 778
Cc1nn(CC(=O)NCCN2CCCCC2C)c(=O)c2cc(-c3ccccc3)nn12 (stereo not given) | -31.4 | 694
COn1c(-c2ccc(C)cc2)nc2ncccc21 | 17.5 | 859
CCCCc1nc2cc(C(=O)N3CCCC(OCCC)C3)ccc2o1 (stereo not given) | 21.4 | 704
Cc1nn(C(C)C(=O)NCCc2cccs2)c(=O)c2nn(-c3ccccc3)c(C)c12 (stereo not given) | -4.6 | 727
O=C(Nc1ccc(Cl)cc1)c1ccc(CN2CCc3ccccc3C2)cc1 | -3.8 | 779
O=S(=O)(c1ccc(F)c(F)c1)N1CCCc2ccccc21 | -30.0 | 780
COc1ccc(NC(=O)c2cccc(NC(=O)c3ccccc3)c2)c(OC)c1 | 6.8 | 805
CC(C)NC(=O)C(=O)NCC(c1ccc2c(c1)OCO2)N1CCOCC1 (stereo not given) | -20.1 | 757
CN(CCN1CCOCC1)C(=O)CC1C(=O)NCCN1Cc1ccccc1F (stereo not given) | -11.2 | 521
N=c1oc2ccc(Br)cc2cc1C(=O)NCc1ccccc1 | -2.2 | 826
COc1ccc(CNC(=O)CN(C)S(=O)(=O)c2ccc3c(c2)c(=O)n(C)c(=O)n3C)cc1 | -14.3 | 661
Cc1nn(C)c(C(=O)Nc2cccc(Nc3ccccc3)c2)c1[N+](=O)[O-] | 3.6 | 657
CCc1c(C)sc(NC(=S)N2CCN(C(=O)C3CCCO3)CC2)c1C(=O)OC (stereo not given) | 7.9 | 725
Cc1ccc(CN2C(=O)C(=O)N(CC(N)=O)C2=O)cc1 | -1.2 | 407
CS(=O)(=O)Nc1ccc(C(=O)Nc2ccccc2C(=O)NCc2ccco2)cc1 | 56.6* | 693*
O=C(O)c1ccc(Nc2nc(-c3cccnc3)cs2)cc1O | 10.6 | 883
COc1cccc(-c2c(C(=O)N/N=C/c3ccco3)nnn2-c2nonc2N)c1 | 9.3 | 751

Of the compounds above, these have a COOH group:
SMILES | Hep lipid drop | Hep lipid drop cells 6.5 µM
O=C(CCCN1C(=O)S/C(=C/C=C/c2ccccc2)C1=O)Nc1ccc(C(=O)O)cc1 | -9.7 | 632
O=C(O)c1ccc(Nc2nc(-c3cccnc3)cs2)cc1O | 10.6 | 883

Next records follow.
SMILES | Hep lipid drop | Hep lipid drop cells 6.5 µM
Cc1ccc2c(CN3CCC(C)CC3)cc(=O)oc2c1C | -9.7 | 803
CCCCNC(=O)c1cc(-c2ccc3c(c2)OCO3)on1 | -0.4 | 810
CC(C)CCN(C(=O)CNC(=O)c1ccco1)C(C(=O)NC1CCCCC1)c1cccnc1 (stereo not given) | -6.1 | 757
CC1(C)Cc2c(cnn2-c2ccc(F)cc2)C(NC(=O)c2ccco2)C1 (stereo not given) | -5.7 | 808
CCS(=O)(=O)Nc1cccc(C2=NN(S(C)(=O)=O)C(c3cccs3)C2)c1 (stereo not given) | -5.3 | 706
S=C(Nc1ccc(Cl)cc1Cl)N1CCN(c2ccccn2)CC1 | 0.6 | 771
COc1cccc(OCC(=O)NNC(=O)C(=O)Nc2ccc(OC)cc2OC)c1 | -17.1 | 845
O=C(NC1CCN(Cc2ccccc2)CC1)c1cccc(OC(F)F)c1 | -2.9 | 834
CC(O)CNc1nc(NCc2ccccc2)c2cnn(C)c2n1 (stereo not given) | 19.9 | 768
Cc1ccc(N(CC(=O)NC(C)C)C(=O)CCC(=O)Nc2nccs2)c(C)c1 | 13.5 | 835

Brought forward from above: five entries, then new ones.
SMILES | Hep lipid drop | Hep lipid drop cells 6.5 µM
S=C(Nc1ccc(Cl)cc1Cl)N1CCN(c2ccccn2)CC1 | 0.6 | 771
COc1cccc(OCC(=O)NNC(=O)C(=O)Nc2ccc(OC)cc2OC)c1 | -17.1 | 845
O=C(NC1CCN(Cc2ccccc2)CC1)c1cccc(OC(F)F)c1 | -2.9 | 834
CC(O)CNc1nc(NCc2ccccc2)c2cnn(C)c2n1 (stereo not given) | 19.9 | 768
Cc1ccc(N(CC(=O)NC(C)C)C(=O)CCC(=O)Nc2nccs2)c(C)c1 | 13.5 | 835
CCOc1cccc2sc(N(CCN(C)C)C(=O)c3cc4ccccc4cc3OC)nc12 | 27.1 | 724
O=C(C1CCC(=O)N(C2CCCC2)C1)N1CCN(c2ccc(Cl)cc2)CC1 (stereo not given) | 11.2 | 727
Cc1ccc(-c2nc(C(=O)NCC3CCCO3)cc3c2[nH]c2ccccc23)cc1 (stereo not given) | 8.2 | 727
OCCOCCNc1ncnc2c1c(-c1ccccc1)cn2-c1ccccc1 | 3.8 | 708
COc1ccc(CNC2CCSc3ccccc32)cc1OC (stereo not given) | -0.8 | 841
CN(Cc1ccccc1)C(=O)COc1cccnc1[N+](=O)[O-] | 10.5 | 826
Cc1cc(-c2ccc(Cl)cc2)c2cnn(C(C)C)c2n1 | 2.4 | 689
O=C(CN1c2cccc3cccc(c23)S1(=O)=O)Nc1ccccc1F | -2.2 | 753
Cc1nc(Nc2ccccc2F)c2oc3ccccc3c2n1 | -1.3 | 415
CCOC(=O)COn1c(=O)c(-c2ccc(C)cc2)[n+]([O-])c2ccccc21 | 14.2 | 848
O=C(OCC(=O)C12CC3CC(CC(C3)C1)C2)c1ccccn1 | -1.7 | 660
CC(=O)Nc1ccc(S(=O)(=O)NC(CSc2ccc(C(=O)O)cc2[N+](=O)[O-])C(=O)O)cc1 (stereo not given) | 5.4 | 736
Cc1ccccc1Cn1c2ccccc2c2cnn(CC(=O)NCc3ccccn3)c(=O)c21 | -24.1 | 627
COc1nccnc1NS(=O)(=O)c1ccc(NCc2cc(Br)ccc2O)cc1 | 63.7* | 843*
O=C(Nc1ccccc1F)c1ccc(CN2CCN(c3ccccc3)CC2)cc1 | -2.6 | 857
O=[N+]([O-])c1ccc(N2CCc3ccccc3C2)nc1 | 1.1 | 822
COc1ccc(C)cc1NC(=O)c1ccc2c(O)c(S(=O)(=O)c3ccccc3)c(=O)[nH]c2c1 | 9.3 | 697
O=C(Nc1nncs1)c1cc(-c2ccncc2)nc2ccc(Cl)cc12 | -2.4 | 658
Cc1cc(C)c(C)c(S(=O)(=O)NCCN2CCOCC2)c1C | 2.8 | 836
Cc1ccc(C)c(CSC2=NCCN2S(=O)(=O)c2ccccc2)c1 | -1.9 | 840

Quoted at random: 5 records from the list, in no set order.
SMILES | Hep lipid drop | Hep lipid drop cells 6.5 µM
O=C(Nc1ccccc1F)c1ccc(CN2CCN(c3ccccc3)CC2)cc1 | -2.6 | 857
COc1ccc(C)cc1NC(=O)c1ccc2c(O)c(S(=O)(=O)c3ccccc3)c(=O)[nH]c2c1 | 9.3 | 697
O=C(Nc1nncs1)c1cc(-c2ccncc2)nc2ccc(Cl)cc12 | -2.4 | 658
CC(=O)Nc1ccc(S(=O)(=O)NC(CSc2ccc(C(=O)O)cc2[N+](=O)[O-])C(=O)O)cc1 (stereo not given) | 5.4 | 736
O=[N+]([O-])c1ccc(N2CCc3ccccc3C2)nc1 | 1.1 | 822

(further entries)
SMILES | Hep lipid drop | Hep lipid drop cells 6.5 µM
CCCCS(=O)(=O)N1CCCC(C(=O)N2CCOCC2)C1 (stereo not given) | -2.0 | 754
COc1ccc(-c2cc(=O)oc3cc(O)ccc23)cc1 | -28.4 | 802
CCc1cc(=O)oc2cc(C)cc(OC(C)C(=O)NCCCn3ccnc3)c12 (stereo not given) | -8.4 | 715
COC(=O)c1cc(S(=O)(=O)N2CCN(c3ccccc3)CC2)c[nH]1 | -4.4 | 800
COC(=O)C1(Cc2cc(-c3cccc(Br)c3)no2)CCN(C(=O)OC(C)(C)C)CC1 | 2.5 | 760
COc1ccccc1NC(=O)CCCC(=O)OCC(=O)c1ccc(F)cc1 | 10.5 | 705
COc1ccc(C(CNC(=O)c2cccc(S(=O)(=O)NCc3ccccc3)c2)N(C)C)cc1 (stereo not given) | -4.2 | 788
CCCc1cc(=O)[nH]c(NCCc2ccccc2)n1 | -2.3 | 851
COc1cc(NC(=O)CN(c2cc(C)cc(C)c2)S(=O)(=O)c2c(C)[nH]c(=O)[nH]c2=O)cc(OC)c1 | 12.4 | 680
COc1ccc(-c2coc3c(C)c4oc(=O)c(CC(=O)O)c(C)c4cc23)cc1 | 6.9 | 836
CCOc1ccc(N(C(=O)c2snc(C(N)=O)c2N)C(CC)C(=O)NC2CCCC2)cc1 (stereo not given) | 10.9 | 752
CC(C)N(CCNC(=O)c1ccc(OCC2CCCO2)cc1)C(C)C (stereo not given) | 0.9 | 835
CC(C)(C)C(=O)Nc1nnc(CCc2ccccc2)s1 | -2.1 | 818
COC(=O)c1ccc(NC(=O)CN2C(=O)c3ccccc3S2(=O)=O)cc1 | -0.3 | 806
O=C(CCc1nc(-c2ccccc2F)no1)Nc1cccnc1 | -11.4 | 643
O=C(CS(=O)(=O)c1ccc(Cl)cc1)Nc1nnc(-c2cccs2)o1 | 4.1 | 706
CC(C)(COC(=O)Nc1ccccc1)COC(=O)Nc1ccccc1 | 2.0 | 842
COc1ccc(OC)c(NC(=O)C2CCCN(S(=O)(=O)c3ccc(-n4cnnn4)cc3)C2)c1 (stereo not given) | -1.4 | 753
COc1ccc(S(=O)(=O)NCCc2ccco2)cc1OC | -2.1 | 775
Cc1cccc(Nc2c([N+](=O)[O-])ccc3nonc23)c1 | -8.1 | 773
COc1ccc(CNC(=O)CN(Cc2ccc(F)cc2)C(=O)CCC(=O)Nc2nccs2)cc1 | -5.0 | 821
CCc1ccc(-c2cc(C)no2)cc1S(=O)(=O)Nc1ccc(C)cn1 | -21.2 | 701
Cc1ccc(OCC(=O)Nc2nnc(S(=O)(=O)N3CCCCCC3)s2)cc1 | -3.2 | 745
COc1cccc2sc3ccc(C#CC4(O)CCCCC4)cc3c(=O)c12 | 14.8 | 759
Cn1nccc1C(=O)Nc1ccc(S(=O)(=O)N2CCCC2)cc1 | 26.9 | 771
C=CCOc1ccc(C2/C(=C(\O)c3ccc4c(c3)CC(C)O4)C(=O)C(=O)N2CCN2CCOCC2)cc1OCC (stereo not given) | 19.2 | 664
Cc1ccc(NC(=O)CN(C)C(=O)c2ccc(Cl)nc2)cc1 | -10.0 | 840
CN1CCN(c2oc(-c3ccccc3F)nc2S(=O)(=O)c2ccc(Cl)cc2)CC1 | -15.7 | 637
O=C(NCCN1CCOCC1)C(=O)NCC1OCCN1S(=O)(=O)c1ccc(F)cc1 (stereo not given) | 2.1 | 818
Cc1ccc(CN2C3CCCC2CC(NC(=O)c2ccc(F)cc2)C3)cc1 (stereo not given) | 0.9 | 795
COc1ccc(CCNc2nc(-c3cccnc3)nc3ccccc23)cc1OC | -2.7 | 665
O=C(NCCCNC(=O)c1c(F)cccc1F)c1c(F)cccc1F | -0.8 | 413
COc1ccc(-n2ncc3c(=O)n(CC(=O)NC(C)C)cnc32)cc1 | -1.0 | 778
COc1ccc(-n2c(SCC(=O)C(C)(C)C)nc3c(sc(=S)n3-c3ccccc3)c2=O)c(OC)c1 | -4.7 | 829
CC1CCC(NC(=O)CCS(=O)(=O)c2ccc3c(c2)CC(C)N3C(=O)C2CC2)CC1 (stereo not given) | 12.9 | 782
COc1ccc(Cc2nc3ccc(C(=O)N(C)C(C)c4ccon4)cc3o2)cc1 (stereo not given) | -2.0 | 764
CCN(CC)CCNC(=O)C1(O)c2cc(Br)ccc2NC(=O)N1c1ccc(Cl)cc1 (stereo not given) | 2.6 | 398
Cc1cc2c(cc1S(=O)(=O)NCc1ccccc1)OCC(=O)N2 | -0.4 | 693

Source: PubChem (Sanford-Burnham Center for Chemical Genomics)
